Screening data as filed in PubChem BioAssay.
PLK1 PBD inh = blocks phosphopeptide binding to human PLK1 polo-box domain; P53350; Plk1 PBD binding of FITC phosphopeptide, fluorescence polarization; Potency, µM, for the others: max response, negative = inhibition, most hits filed as inhibitors; 2.8% of 360,000 active; AID 720504; also: potency is read from the fitted curve at half-maximal effect; series mostly up to about 57 µM; % is scaled to controls: 0 for no effect and ±100 for the full control effect; nearly all actives have a fitted effect of over 65% in size
DRD3 agonist = D3 dopamine receptor (human) agonism | P35462 | D3R DiscoveRx beta-arrestin cells, luminescence, 90 min | max activation, % | 0.58% of 410,000 active | AID 652048; in the data active = max activation above about 30%; also: 0% is about no effect; mostly tested at two doses, the higher about 12 µM
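Agonist mode: compounds and dopamine controls were applied to plated cells for 90 min at 37 degrees C after an overnight attachment at 1500 cells/well. Luminescent read-out followed 30 - 60 minutes at room temperature with DiscoveRx detection reagent.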
GLP1R cytotox = cytotoxicity counter-screen for GLP-1 receptor inverse agonists; HEK293 cAMP-luciferase reporter cells, luminescence, 24 h; Potency, µM (titrated, usually from 38.3 µM), for inactives: at the highest dose activity change, negative = inhibition, actives largely listed as inhibitors; 0.13% of 410,000 active; AID 624418;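 also: loss of luciferase light is scored as toxicity; potency is read from the fitted curve at half-maximal effect; % is scaled to controls: 0 for no effect and ±100 for the full control effect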
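To flag toxic compounds, the library was rerun on cells for 24 hr at 37 deg C and 5% CO2. Viability-linked luminescence was captured 12 min after adding luciferase detection reagent.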
IL-2 act = activators of IL-2; IL-2 activation reporter assay, cell-based qHTS; stimulated with anti-CD3/CD4/CD28 beads; in transgenic mouse T cells; 0.065% of 360,000 active; activation, % (series mostly up to about 46 µM); in the data active = activation above about 50%; inconclusive = mostly about 30% to 49%; also: 0% is about no effect
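Readout is EGFP and DsRed signal by fluorescent plate cytometry after 18 h at 37 degrees C. Transgenic mouse T cells (750/well) received compound for 60 min before bead stimulation (anti-CD3, anti-CD4, anti-CD28); memory T cells served as non-tolerant control.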
WRN helicase inh = inhibitors of human WRN helicase; Q14191; WRN helicase unwinding, fluorescent forked duplex, kinetic; Potency, µM (series often up to 114 µM), for the others: at the top dose activity change, negative = inhibition, actives largely listed as inhibitors; 0.46% of 360,000 active; AID 651768; also: potency is read from the fitted curve at half-maximal effect; % is scaled to controls: 0 for no effect and ±100 for the full control effect; nearly all actives have a fitted effect of over 55% in size
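Fluorescence dequenching readout, ex 525 nm/em 598 nm, kinetic mode: forked duplex DNA (100 nM final) with adjacent fluorophore and quencher unwound by WRN (20 nM final) with 2 mM ATP. Compound preincubation 15 min, room temperature.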
PI5P4Ka inh = blocks human PI5P4K alpha kinase activity; P48426; PI5P4Kalpha enzyme, ADP-Glo luminescence, 60 min; hits give low values; max response, %; 1.2% of 330,000 active; active = max response of -50% or lower; inconclusive = between -30% and -50%; inactive = -30% or higher; also: value at the top dose of about 77 µM; % is scaled to controls: 0 for no effect and ±100 for the full control effect
Target sequence (P48426 whole entry, looked up): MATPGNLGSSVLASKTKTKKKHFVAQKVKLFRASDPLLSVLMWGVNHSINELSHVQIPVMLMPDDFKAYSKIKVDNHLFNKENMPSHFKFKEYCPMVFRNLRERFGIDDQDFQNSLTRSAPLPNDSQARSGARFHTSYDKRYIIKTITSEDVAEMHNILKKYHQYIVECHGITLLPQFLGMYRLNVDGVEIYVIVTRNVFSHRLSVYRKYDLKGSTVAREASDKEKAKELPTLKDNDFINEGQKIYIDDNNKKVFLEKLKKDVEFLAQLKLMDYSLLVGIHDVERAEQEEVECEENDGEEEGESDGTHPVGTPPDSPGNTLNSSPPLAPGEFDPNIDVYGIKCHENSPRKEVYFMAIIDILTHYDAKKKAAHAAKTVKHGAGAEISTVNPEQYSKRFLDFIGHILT
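Single end-point luminescence (ADP-Glo) quantified ADP from PI5P4Kalpha turnover; ATP 5 microM final, 1 h at RT, 0.1% CHAPS and 0.28 mM EGTA in HEPES pH 7.4.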
GLP-1R agonist = GLP-1 receptor (human) agonism | HEK293 GLP-1R CRE-luciferase, luminescence, 4-6 h; cells express a hypersensitive GLP-1R form | Potency, µM (series often up to 45.6 µM), for inactives: top-dose activation, usual class: activators | 0.007% of 380,000 active; also: potency is read from the fitted curve at half-maximal effect; % of control where 0% means no effect
Target sequence (P43220 whole entry, looked up): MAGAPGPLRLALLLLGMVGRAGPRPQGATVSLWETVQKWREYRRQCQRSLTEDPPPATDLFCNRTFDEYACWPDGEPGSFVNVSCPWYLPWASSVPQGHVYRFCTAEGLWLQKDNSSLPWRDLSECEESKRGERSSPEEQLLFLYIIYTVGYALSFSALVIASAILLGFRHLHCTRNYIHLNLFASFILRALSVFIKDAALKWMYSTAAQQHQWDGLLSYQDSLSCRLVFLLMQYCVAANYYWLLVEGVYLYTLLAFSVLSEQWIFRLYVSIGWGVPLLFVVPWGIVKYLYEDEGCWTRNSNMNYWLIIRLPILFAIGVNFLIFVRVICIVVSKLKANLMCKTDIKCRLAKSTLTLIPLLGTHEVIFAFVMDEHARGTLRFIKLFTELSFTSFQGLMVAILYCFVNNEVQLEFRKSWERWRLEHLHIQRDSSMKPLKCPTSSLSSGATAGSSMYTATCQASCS
GLP-1R inv ag = acts as inverse agonist at human GLP-1 receptor. Potency, µM (series often up to 38.3 µM), without a hit: at the highest dose activity change, negative = inhibition, actives largely listed as inhibitors. 1.6% of 410,000 active. HEK293 GLP-1R CRE-luciferase, luminescence, 24 h; GLP-1R form is constitutively active. P43220; also: potency is read from the fitted curve at half-maximal effect; % is scaled to controls: 0 for no effect and ±100 for the full control effect; nearly all actives have a fitted effect of over 55% in size
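Inverse agonism was detected as reduced cAMP-driven luciferase luminescence after 24 h compound treatment. The cells were HEK293 clones expressing constitutively active human GLP-1R with the reporter. Reporter-only and GPR119 cell lines served as counterscreen controls.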
DRD3 antagonist = D3 dopamine receptor (human) antagonism | P35462 | D3R cells, DiscoveRx beta-arrestin luminescence, antagonist mode; hits give low values | max response, negative = inhibition, % | 2.5% of 360,000 active | AID 652054; in the data active = max response below about -50%; inconclusive = no clear call, values can overlap the other calls; also: % is scaled to controls: 0 for no effect and ±100 for the full control effect; mostly tested at two doses, the higher about 12 µM
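Cells expressing the human receptor were seeded at 1500 cells/well, incubated overnight at 37 degrees C in 5% CO2, then exposed to library compounds with dopamine controls for 90 minutes at 37 degrees C before luminescent detection.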
* hit, by the source's call; ? = inconclusive; nt = no result given; [ ] = another dose, or the depositor's remark. Unless noted, calls follow the shape of the dose curve; as a rule, active = well fitted curve in the direction sought with a large enough effect; inconclusive = small, poorly fitted or top-dose-only effect, or another doubt; inactive = no such curve, though single readings can be large; an effect the other way counts as inactive or inconclusive.

SMILES	PLK1 PBD inh	DRD3 agonist	GLP1R cytotox	IL-2 act	WRN helicase inh	PI5P4Ka inh	GLP-1R agonist	GLP-1R inv ag	DRD3 antagonist
O=[N+]([O-])c1ccc(O)c(C2CCCCC2)c1	-5%	-12	?	-0.9	-13%	2	1%	?	?
CC1(c2ccc(OC(F)F)cc2)NC(=O)N(CC(=O)N2c3ccccc3NC(=O)C2(C)C)C1=O (stereo unspecified)	1%	1	-9%	1.3	-6%	-21	0%	-1%	20
C=CCOc1ccc(/C=C2\SC(N3CCCCC3)=NC2=O)cc1	-2%	0	-5%	-3.0	-8%	-1	14%	5%	4
CCn1c(SCC(=O)N/N=C/c2ccc(C)o2)nnc1-c1ccc(C)cc1	-5%	4	-4%	-0.5	-1%	5	-1%	3%	11
COc1ccc(CCC(=O)NCCOc2ccccc2Cl)cc1	-1%	-5	1%	-0.6	-9%	10	18%	?	-9
O=C(NCc1ccccc1F)C1CC(=O)N(Cc2ccco2)C1 (stereo unspecified)	0%	-3	-8%	0.5	-4%	5	-1%	1%	-14
COc1ccc(OC)c(C=Nc2ccccc2-c2nc3ccccc3[nH]2)c1	-7%	3	-19%	0.2	-8%	-5	4%	-20%	-17
COc1cccc2cc(C(=O)OCc3ccccc3)c(=O)oc12	-10%	0	-4%	-0.4	-8%	0	-2%	14%	2
CCOC(=O)c1cnn(-c2ccccc2)c1-n1cccc1	0%	-3	4%	-3.7	4%	2	2%	-30%	28
Cc1ccc(C(CC(=O)O)NC(=O)CN2C(=O)c3ccccc3C2=O)cc1 (stereo unspecified)	-6%	-12	?	2.3	-3%	-6	-3%	4%	-7
Cc1ccc2c(c1)c1c(c(=O)n(-c3ccccc3C)c(=O)n1CC(=O)NCCC1=CCCCC1)n2C	nt	-8	0%	nt	nt	nt	-1%	2%	nt
Cc1ccccc1N1CCN(C(=O)NCc2cccc(Cl)c2)CC1	-13%	-8	5%	-1.7	-12%	19	14%	?	2
Cc1ccccc1NC(=O)C(NS(=O)(=O)c1ccc2c(c1)c(=O)n(C)c(=O)n2C)c1ccccc1 (stereo unspecified)	3%	-2	-6%	-1.2	-1%	5	-4%	10%	?
COCc1c(C(=O)N2CCN(Cc3c(F)cccc3Cl)CC2)oc2ccccc12	-8%	17	-2%	-3.5	-1%	9	24%	10µM*	6
CCN(CC)C1=N/C(=C\c2ccco2)C(=O)N1c1ccccc1	0%	3	6%[1.53 µM]	1.0	-13%[57.1 µM]	7	-9%	-26%	9
CCC1CCCCN1CCCNC(=O)C1CCCN(c2ncnc3c2nc2n3CCCCC2)C1 (stereo unspecified)	?	-13	-8%	-1.0	8%	-5	14%	1%	2
Cc1nc2ccccn2c1CN(C)C(=O)C1CCC(=O)N(CCc2cccc(F)c2)C1 (stereo unspecified)	2%	2	4%	-1.7	-10%	4	1%	6%	9
Cc1occc1-c1nnc(SCC(=O)NC2CC2)n1C	-7%	0	3%	-0.3	-3%	7	0%	-8%	1
O=C(COCC(=O)N/N=C/c1ccc(F)cc1)N/N=C/c1ccc(F)cc1	3%	6	6%	2.6	0%	14	5%	15%	7
CCc1cc(CNC(=O)CC2C(=O)NCCN2Cc2ccc(-c3ccccc3)cc2)on1 (stereo unspecified)	-15%	-2	8%	-0.7	-9%	-15	3%	17%	-1
COc1ccc(CCNC(=O)c2cc(S(=O)(=O)N3CCCCCC3)ccc2OC)cc1OC	2%	-7	-6%	0.9	-16%	-6	28%	-25%	-8
COCCN1CCc2[nH]c(=S)[nH]c(=O)c2C1	-3%	-4	-14%	0.4	7%	3	-22%	-5%	-24
CC(C)c1cc(C(=O)NCc2ccc(F)cc2)c(N)s1	-14%	-2	0%	-0.2	-10%	-15	nt	-15%	0
Cc1ccc(Cl)cc1N(CC(=O)NC(C)c1ccccc1)S(C)(=O)=O (stereo unspecified)	?	2	-6%	0.4	3%	-4	9%	-32%	27
CCNC(=S)N1CCN(c2ccccn2)CC1	-19%	-7	7%	-0.8	-4%	2	3%	9%	-13
COc1cc(C=NNC(=O)c2ccccc2NS(=O)(=O)c2cccs2)cc(OC)c1O	-10%	2	-16%	0.7	-28%	6	-2%	0%	-6
Nc1nc(SCc2ccccc2Cl)[nH]c(=O)c1-c1ccccc1	-7%	0	1%	-0.8	-5%	1	8%	-25%	44
CCN1C(=O)C(CC(=O)Nc2cccc(C(C)=O)c2)S/C1=N\c1ccccn1 (stereo unspecified)	-17%	-2	24%	-1.9	0%	1	7%	-11%	-7
CN(C)c1nc(-c2ccc([N+](=O)[O-])cc2)cs1	-6%	-2	110%[activator]	-2.0	-2%	10	-6%	13%	5
CCCc1nnc(SCC(=O)Nc2cccc(Cl)c2Cl)o1	-1%	3	10%	2.3	1%	2	1%	45%[activator]	-2

Pulled by compound from above (3):
SMILES	PLK1 PBD inh	DRD3 agonist	GLP1R cytotox	IL-2 act	WRN helicase inh	PI5P4Ka inh	GLP-1R agonist	GLP-1R inv ag	DRD3 antagonist
O=C(NCc1ccccc1F)C1CC(=O)N(Cc2ccco2)C1 (stereo unspecified)	0%	-3	-8%	0.5	-4%	5	-1%	1%	-14
CCCc1nnc(SCC(=O)Nc2cccc(Cl)c2Cl)o1	-1%	3	10%	2.3	1%	2	1%	45%[activator]	-2
Cc1ccccc1NC(=O)C(NS(=O)(=O)c1ccc2c(c1)c(=O)n(C)c(=O)n2C)c1ccccc1 (stereo unspecified)	3%	-2	-6%	-1.2	-1%	5	-4%	10%	?

Carrying on.
SMILES	PLK1 PBD inh	DRD3 agonist	GLP1R cytotox	IL-2 act	WRN helicase inh	PI5P4Ka inh	GLP-1R agonist	GLP-1R inv ag	DRD3 antagonist
CCOC(=O)c1cccc(NC(=O)C2CCC(CNc3c(N4CCOCC4)c(=O)c3=O)CC2)c1 (stereo unspecified)	2%	0	1%	-1.5	6%	0	-3%	14%	0
COc1ccc(C(=O)c2ccc(Br)cc2)cc1	-1%	0	-3%	-0.3	-3%	nt	-4%	5%	9
Nc1c(Cl)c(Cl)nc(C(=O)N/N=C/c2cccnc2)c1Cl	-11%	-5	0%	-0.3	-1%	1	7%	-11%	-17
O=C(CCCn1c(=S)[nH]c2cc3c(cc2c1=O)OCO3)NCc1ccccc1Cl	-11%	5	7%	-0.2	-4%	7	2%	-9%	1
Cc1nc2ccccc2n1CC(=O)N1CC(=O)Nc2ccccc21	-7%	0	3%	-0.6	-4%	nt	0%	5%	21
O=C(OCC(=O)c1ccc[nH]1)c1ccc(F)c(S(=O)(=O)N2CCOCC2)c1	-13%	2	14%	0.5	-8%	5	-6%	4%	4
CCOC(=O)C1=C(N)n2c(s/c(=C\c3ccco3)c2=O)=C(C(=O)OC(C)C)C1c1ccco1 (stereo unspecified)	-9%	1	67%[activator]	-1.3	-2%[57.1 µM]	-1	-2%	?	-3
COc1ccc(N=CC2=C(O)CC(C)(C)CC2=O)cc1	-1%	1	-9%	0.2	0%	-1	7%	2%	?
OC[C@@H]1CN(CCNc2ccccc2)C[C@H](n2cnc3c(NCc4ccncc4)ncnc32)O1	-12%	-15	4%	0.3	-2%	?	7%	-4%	?
COc1ccccc1-c1noc(COC(=O)c2ccc(Br)o2)n1	-8%	-19	-8%	1.8	-7%	2	-2%	5%	-5
CC(C)NC(=O)CSc1nc2ccccc2n1CC(=O)N1CCc2ccccc21	-11%	-17	-3%	-2.4	0%	nt	-8%	0%	9
COC(=O)c1cc(NC(=O)CC2C(=O)NCCN2C(=O)c2ccc(F)cc2)cc(C(=O)OC)c1 (stereo unspecified)	-1%	5	?	-1.8	-6%	nt	-3%	-1%	-4
COc1ccc(-c2nc3c4ccccc4ccn3c2Cc2cccc(F)c2)cc1OC	3%	-9	-19%	-0.5	-10%	0	1%	?	0
Cc1oc(-c2ccccc2)cc1C(=O)Nc1ccc2ccccc2c1	-8%	1	-7%	2.4	6%	-2	-10%	-24%	6
CC(=O)C(=Nc1cccc(Cl)c1)NNc1ccccc1C	-7%	3	5%	-0.3	-6%	12	3%	?	-4
Cc1cccc(C)c1NC(=O)CSc1cc(C(=O)c2nccn2C)c2ccccc2n1	0%	6	-1%	-4.3	-1%	1	2%	2%	10
CCCn1c(O)c(/C=C2\C=NN=C2c2ccccc2)sc1=S	-1%	-1	-10%	-0.2	-3%	nt	6%	0%	-14
O=C(ONC1=NCCCCC1)c1ccc([N+](=O)[O-])cc1	-16%	4	?	0.6	-32%[57.1 µM]	-3	13%	15%	2
COc1ccc(N2CCN(CC(=O)N3CCC(C)CC3)CC2)cc1	-9%	-8	-2%	-2.9	5%	nt	?	-7%	1
CC1Cc2cc(/C(O)=C3/C(=O)C(=O)N(Cc4ccncc4)C3c3ccc(N(C)C)cc3)ccc2O1 (stereo unspecified)	3%	2	5%	0.3	5%	-3	-5%	-2%	6
C=CCn1c(Cc2ccc(OC)cc2)nnc1SCC(N)=O	-1%	19	-3%	-1.5	0%	nt	4%	0%	22
Cc1ccc(C2C(C(=O)c3sc(C)nc3C)=C(O)C(=O)N2CCN2CCOCC2)o1 (stereo unspecified)	-3%	1	9%	-0.5	11%	-6	3%	6%	0
Cc1occc1C(=O)NNC1=CC(=O)CC(C)(C)C1	-2%	17	-4%	0.2	-8%	6	-2%	1%	-15
COc1ccc(CNC(=O)C(CC(C)C)NC(=O)c2ccccc2C)cc1 (stereo unspecified)	3%	-3	12%	-0.9	4%	7	5%	-18%	-8
Cc1n[nH]c(C)c1S(=O)(=O)N1CCN(C(=O)c2ccco2)CC1	-3%	4	15%	0.2	-17%	-5	-9%	20%	0
COc1cc(OC)cc(C(=O)Nc2ccc(S(=O)(=O)N3CCOCC3)cc2)c1	4%	1	-8%	0.3	1%	0	-3%	-14%	0
CC(C)CN(CC(C)C)C(=O)c1cc2c(=O)n3ccccc3nc2s1	1%	1	36%[activator]	-3.7	0%	-3	27%	52%[activator]	4
COc1cc(OC)cc(C(=O)N[C@H](C(=O)OCC(=O)NC(=O)c2cccn2C)C(C)C)c1	-6%	-4	-13%	0.8	-3%	-10	5%	-4%	-3
Cn1c(=O)c2c(nc(N3CCCCC3)n2CCSc2nc3ccccc3s2)n(C)c1=O	-8%	-7	4%	-0.7	7%	nt	0%	-7%	-13
